Shn3 3UTR inh – Schnurri-3 reporter inhibition in Clone20 osteoblasts. Clone20 osteoblast Shn3 3'UTR firefly luciferase, 24 h. inhibition, % at 12.5 µM. actives 0.52% (n = 360,000). AID 588674;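 active = mean inhibition of at least 75% with every replicate also reaching 75%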;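 note: 0% = median of neutral control wells and 100% = pilot-screen positive control compound; some compounds past the cut are filed as inactive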
CF NFkB block – blocks PAF-induced NF-kB reporter in cystic fibrosis cells; KKLEB NF-kB-GFP reporter, GFP fluorescence overnight; inhibition, % at 5 µM; actives 0.86% (n = 360,000);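 active = at least 50% inhibition at 5 µM, scaled per plate between neutral and stimulator controls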;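 note: PAF is a Pseudomonas aeruginosa culture filtrate used as stimulus; plate controls were PAF-stimulated DMSO wells for no effect and unstimulated DMSO wells for full effect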
NR2E3 ag-1 – NR2E3 (human) agonism | Q9Y5X4 | GST-NR2E3/biotin-RetCOR TR-FRET, 1536-well | inhibition of corepressor binding, % at 4.78 µM | actives 0.12% (n = 320,000) | AID 2300;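 active = percent inhibition above the cutoff of mean plus 3 SD of all tested compounds, set per screening campaign, cut at about 20% in these data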;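 note: 0% = DMSO wells and 100% = biotin wells as full block of FRET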
Target sequence (Q9Y5X4 whole entry, looked up): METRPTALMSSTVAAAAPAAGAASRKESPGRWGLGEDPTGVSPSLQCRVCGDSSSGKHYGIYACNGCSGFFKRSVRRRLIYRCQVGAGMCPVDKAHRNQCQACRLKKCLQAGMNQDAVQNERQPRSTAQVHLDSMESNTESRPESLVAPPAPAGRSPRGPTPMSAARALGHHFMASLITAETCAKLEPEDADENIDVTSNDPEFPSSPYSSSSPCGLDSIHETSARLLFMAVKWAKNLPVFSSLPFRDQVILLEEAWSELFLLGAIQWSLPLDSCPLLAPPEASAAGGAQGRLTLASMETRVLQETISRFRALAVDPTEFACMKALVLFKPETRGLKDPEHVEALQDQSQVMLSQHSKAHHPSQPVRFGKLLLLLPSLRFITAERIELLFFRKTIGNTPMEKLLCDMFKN
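Material – GST-tagged NR2E3 plus biotinylated RetCOR corepressor · Quantity – NR2E3 fusion 1.35 nM · Times – 5 h incubation at 4 °C · Medium – pH 7.5 Tris-based buffer · Technique – TR-FRET, Eu(K)-anti-GST donor, streptavidin-D2 acceptor, ex 340, em 617/671 nm · Benchmarks – high control biotin, low control 0.6% DMSO · Format – 1536-well plates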
HIF-2a inh – HIF-2a inhibition | actives 0.72% (n = 360,000) | 786-0 RCC cells HIF-2a reporter, luciferase luminescence, overnight | inhibition, % at 18.8 µM;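 active = inhibition of the luminescence signal of 40% or more relative to plate controls, in a single-dose primary screen at 18.75 µM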
TWEAK-Fn14 inh – TWEAK-Fn14 signaling inhibition; AID 1159606; actives 2% (n = 360,000); TWEAK-stimulated Fn14 reporter cells, luciferase luminescence, 8 h; inhibition, % at 10 µM; in the data active = inhibition above about 50%
iPSC survival up – hiPSC single-cell survival enhancement; actives 0.044% (n = 360,000); AID 602274; ATPlite luminescence; 100% = ROCK inhibitor wells, 0% = DMSO; survival enhancement, % at 20 µM; in the data active = survival enhancement above about 18%;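 note: cells exposed to compounds for 16 hours before the ATP read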
MITF TRPM1 inh – inhibitors of MITF-driven TRPM1 promoter in melanoma cells; SK-MEL-5 TRPM1 promoter luciferase, 24 h; inhibition, % at 12.5 µM; actives 0.83% (n = 330,000);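 active = mean inhibition across replicates of 60% or more, whatever share of single replicates reaches that level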; note: values of inactives mirror those of a sister screen read the other way
NR2E3 ag-2 – human photoreceptor-specific nuclear receptor agonism; Q9Y5X4; CHO-S Gal4-NCOR/VP16-NR2E3 two-hybrid, luciferase; inhibition of corepressor binding, % at 3.98 µM; actives 0.35% (n = 360,000); AID 602229;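 active = inhibition above the mean of all tested compounds plus 3 SD, cut at about 70% in these data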;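 note: 0% = DMSO with NR2E3 transfected cells and 100% = cells lacking NR2E3 construct; higher means lower luciferase signal from less NR2E3 corepressor binding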
KKLEB cytotox – counter-screen for CF NF-kB inhibitors: cytotoxicity | KKLEB CF airway cells viability, ATPlite luminescence, overnight; active compounds read low; cells stimulated with P. aeruginosa culture filtrate | activity change (cytotoxicity), % at 5 µM | actives 0.36% (n = 360,000) | AID 602141;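 active = corrected activity change at or below -50% at 5 µM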
Peg3 promoter – reduces Peg3 promoter-driven luciferase expression in HeLa; HeLa PEG-Prom luciferase reporter, luminescence, overnight; inhibition, % at 20 µM; actives 1.7% (n = 360,000); AID 588405;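 active = inhibition of at least 50% at 20 µM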
aDG glyco act – increases alpha dystroglycan glycosylation | activation, % at 10 µM | Pro5-aDG cells, alpha-DG glycosylation AlphaScreen (IIH6); 0% Pro5, 100% B10-LARGE cell signal | actives 0.22% (n = 360,000);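 active = activation of at least 8% versus controls, or a plate z-score of at least 8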;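 note: Pro5 are CHO cells carrying HIG-tagged alpha-DG that lacks glycosylation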
An asterisk follows results filed as active; · = no result given. No enrichment for hits; any-hit rate near 4.4%.

SMILES	Shn3 3UTR inh	CF NFkB block	NR2E3 ag-1	HIF-2a inh	TWEAK-Fn14 inh	iPSC survival up	MITF TRPM1 inh	NR2E3 ag-2	KKLEB cytotox	Peg3 promoter	aDG glyco act
O=C(c1ccc(Cl)cc1)c1oc2ccccc2c1CS(=O)(=O)c1ccccc1	11	7	-3	-11	12	3.9	12	5	-16	14	-0.4
CC(=O)c1cccc(NC(=O)COC(=O)C2=COCCO2)c1	-3	0	0	2	14	-0.2	10	-10	3	-20	0.0
CCc1nc2c(OCC(=O)c3ccc(Cl)cc3Cl)cccn2c1N(C)C(=O)c1ccncc1	-24	21	·	5	-6	1.1	·	-5	-6	9	0.0
CCOC(=O)CSc1nc2cc(C)ccc2cc1C#N	-104	-17	3	-355	-15	-3.0	-92	-332	-7	-268	-0.1
COc1ccc(CCC(C)N2CCC(CO)(Cc3ccccc3)CC2)cc1 (centres undefined)	-7	-17	3	7	-7	-0.5	9	-9	3	17	0.2
O=C(CSc1ncnc2[nH]ncc12)Nc1nc(-c2ccc(F)c(F)c2)cs1	36	6	-2	-38	78*	0.6	17	-4	12	43	3.6
C/C(Cc1ccccc1)=N/NC(=O)CNC(=O)C(c1ccccc1)c1ccccc1	0	13	-1	24	-7	-0.5	-5	-11	11	10	-0.1
CCOC(=O)c1ccc2c(c1)nc(SCC(=O)c1ccco1)n2CC	-13	-17	2	-149	-11	3.0	-25	-32	2	-26	0.2
Cc1cc(C)n2nc(SCN3C(=O)c4ccccc4C3=O)nc2n1	26	-14	2	-9	-6	0.4	-85	-3	-10	5	-0.3
CCOC(=O)C1CCCN(C2CC(=O)N(c3ccccc3)C2=O)C1 (centres undefined)	2	4	6	15	18	1.5	7	0	-5	10	0.0
CC(C)CNC(=O)c1cccc2c1-c1ccccc1C2=O	-17	4	1	15	29	-0.3	-2	-2	-6	11	-0.1
Cc1ccc(-c2ccc(/C=N/NC(=O)CN3CCCC3)o2)cc1Cl	-48	6	2	-43	-2	0.6	-5	-24	-11	-52	0.0
Oc1ccc(/C=N/NC(=S)Nc2cccnc2)cc1O	63	1	-1	-35	3	-0.3	5	-53	-7	-30	0.0
O=C(CC1C(=O)NCCN1Cc1ccc(-c2ccccc2)cc1)NCCCn1cccn1 (centres undefined)	·	5	1	-5	-22	-0.2	-13	20	-14	14	0.1
Cc1ccc(C(=O)Nc2ccon2)cc1S(=O)(=O)N1CCCC1	0	-3	-1	2	5	-0.5	5	-14	5	-9	0.1
COc1ccc(Cl)cc1NC(=S)Nc1ccc(Cl)cn1	-2	-11	2	-1	-2	1.5	23	-18	17	5	0.2
COc1ccccc1N1CCN(CC(=O)N2N=CCC2c2ccccc2)CC1 (centres undefined)	5	-1	-2	8	-6	0.0	-8	-9	16	1	-0.1
c1cc(Nc2ncnc3sccc23)cc(-c2nnc3n2CCCCC3)c1	12	4	3	-29	14	-0.4	12	-11	-3	1	2.7
Cc1sc2ncn(CC(=O)NCCCC(=O)N(C)Cc3ccccc3)c(=O)c2c1C	-3	0	0	12	4	0.9	6	-10	7	8	0.2
COc1cc(SC)ccc1C(=O)N(C)Cc1ccccc1	2	-12	-1	6	-17	2.7	-8	-27	4	-2	0.1
O=C(Cn1cnc(S(=O)(=O)N2CCCCC2)c1)NCc1ccco1	-8	6	-2	3	1	0.6	1	-14	-5	1	-0.2
CCCC(=O)NC(c1ccc(N(C)C)cc1)c1ccc2cccnc2c1O (centres undefined)	91*	16	3	8	3	-0.1	73*	23	-3	57*	-0.5
CSc1nc(Cl)cc(N(CCO)CCO)n1	-6	-4	3	11	12	-2.1	-2	-32	-3	10	-0.1
CNC(=O)c1[nH]cnc1C(=O)Nc1cccc(OC)c1	-24	9	-3	-63	12	0.6	-13	-15	-21	-52	0.0
CC(C)OC(=O)c1cc(NC(=O)C2C3CCC(O3)C2C(=O)O)cc(C(=O)OC(C)C)c1 (centres undefined)	-6	8	1	5	9	1.3	0	12	-5	14	-0.1
COc1ccc(C)cc1-n1nnnc1SCC1CCCCO1 (centres undefined)	11	15	0	15	4	1.0	6	7	-14	13	0.2
O=C1CCCCCN1C(=O)c1cccc(C(=O)N2CCCCCC2=O)c1	12	1	-7	17	34	-0.8	-18	-7	7	10	-0.2
CC(C)C(NS(=O)(=O)c1ccc2c(c1)OCCCO2)C(=O)O (centres undefined)	-18	12	-2	-6	8	-1.6	-5	4	4	7	0.4
COc1ccccc1NC(=O)NC1(C(=O)N2CCCCCC2)CCCCC1	-5	14	0	4	-10	-2.4	-1	-10	-8	10	0.2
O=C(O)CCC(=O)OCC1CCCO1 (centres undefined)	-13	-6	2	8	6	-3.0	0	-20	-9	21	-0.1
Cc1ccc(NS(=O)(=O)c2cn(C)cn2)cc1	-1	10	3	18	9	1.0	-2	-18	-10	3	0.2
CCNc1nc(NCC)nc(C(=O)NN)n1	6	-11	1	11	0	8.4	7	10	-1	1	0.3
O=C1C2C3C=CC(C3)C2C(=O)N1/N=C/c1ccc(-c2ccccc2[N+](=O)[O-])o1 (centres undefined)	-37	-18	2	-171	2	0.5	-17	8	7	-109	-0.4
O=c1c2[nH]c3ccccc3c2ncn1CCN1CCNCC1	-33	-8	1	3	-4	1.7	-1	-8	1	-3	-0.3
Cn1nnnc1SCC(=O)N1c2ccccc2Sc2ccccc21	0	-9	-1	14	-11	-2.0	4	-12	3	4	0.0
Cc1ccc(NS(=O)(=O)c2cc(C(=O)NCCSC3CCCCC3)ccc2C)cc1	-15	13	0	20	21	-1.2	4	15	-17	39	0.3
O=C1NCCOC(=O)[C@@H](Cc2ccc(F)cc2)CC/C=C/C[C@@H]1CC(=O)N(CCO)Cc1ccccc1	91*	-5	·	6	6	2.0	-2	15	0	-14	-0.4
CCN(CC)CCNC(=O)c1ccc(NC(=O)c2cccc(S(=O)(=O)N3c4ccccc4CC3C)c2)cc1 (centres undefined)	7	23	-1	22	10	-0.4	93*	4	-14	86*	1.1
COc1ccc(N)cc1-n1c(C)ccc1C	-16	-1	-2	-121	-2	-0.6	8	7	4	-65	-0.2
COc1cccc(CNC(=O)c2cccs2)c1	28	8	8	-16	32	0.3	1	-7	3	-19	0.1
Cc1cc(C)c2c(N)c(C(=O)N3CCN(c4ncccn4)CC3)sc2n1	-3	2	2	-24	2	0.4	-8	-14	-1	-18	-0.2
COc1ccc(-c2ccc3ccccc3n2)cc1	-57	-31	1	-100	34	-0.6	-51	-148	-8	-185	-0.2
Cc1ccc(C)c(N2CCN(C(=S)Nc3ccc4nc(N5CCOCC5)cc(C)c4c3)CC2)c1	5	12	1	-31	7	2.0	4	-11	1	-5	0.0
COc1ccc(S(=O)(=O)N2Cc3ccccc3CC2C(=O)Nc2nccs2)cc1OC (centres undefined)	-77	-14	-2	-196	18	-0.8	-41	-94	-4	-231	-0.1
CCCn1c(-c2ccc(OC)cc2)nc2nc3ccccc3nc21	2	-1	3	-106	-1	3.5	13	-11	-11	2	0.0
COc1ccc(N(CCCN2C(=O)c3cccc4cccc(c34)C2=O)C(=O)c2cccc(OC)c2)cc1	-6	6	2	-4	17	-1.0	14	1	-38	45	-0.3
Cc1cc(C)nc(NS(=O)(=O)c2ccc(Br)s2)c1	12	-19	0	18	4	-0.9	·	1	-5	4	-0.3
CCC(COC)Oc1cc(NCc2ccccc2)c2ncn(C(C)C)c2c1 (centres undefined)	21	66*	4	12	33	-0.9	6	8	-15	0	2.3
COc1ccc(CCCc2nnc(SCC(=O)Nc3nc(C)cs3)n2C)cc1	21	-8	3	0	-1	0.1	-1	-21	1	6	0.3
COc1ccc(C2=C(O)C(C)N(c3ccccc3)C2=N)cc1OC (centres undefined)	10	3	2	-2	0	0.5	1	0	-13	-5	-0.2
More compounds:
SMILES	Shn3 3UTR inh	CF NFkB block	NR2E3 ag-1	HIF-2a inh	TWEAK-Fn14 inh	iPSC survival up	MITF TRPM1 inh	NR2E3 ag-2	KKLEB cytotox	Peg3 promoter	aDG glyco act
Cc1ccc(Oc2c(C(N)=O)cc([N+](=O)[O-])cc2[N+](=O)[O-])cc1	93*	85*	0	94*	41	2.5	92*	1	-95*	106*	0.3
CCN(CC)CCCCNc1ncc2cc(-c3cc(OC)cc(OC)c3)c(NC(=O)NC(C)(C)C)nc2n1	40	23	3	-9	-7	-5.0	73*	-12	-28	74*	1.1
CSc1ccccc1NC(=O)CN(C)C(=O)Cn1c(=O)oc2ccccc21	0	-14	-2	16	6	0.7	6	-7	15	0	0.0
CSc1ccc(CNc2nnnn2C)cc1	-20	-8	-1	-2	-3	0.0	-7	11	21	2	-0.1
Cc1ccc[n+](C2C(c3ccc([N+](=O)[O-])cc3)C(C#N)=C([S-])NC2(O)C2CC2)c1 (centres undefined)	-4	-6	3	0	13	9.4	4	15	1	-8	-0.4
COc1ccc(-c2nnc(SCC(=O)NCC3CCCO3)n2C)cc1 (centres undefined)	-11	-1	-2	18	12	-1.0	2	-12	-20	3	-0.3
Cc1ccccc1C(=O)NCCCNC(=O)c1ccccc1C	9	0	2	12	12	-0.5	·	-18	1	-15	-0.1
COc1ccccc1C(=O)C1CCCN(C(=O)c2ccc3c(c2)OCCO3)C1 (centres undefined)	-2	12	1	-5	0	0.0	1	-1	-6	10	0.0
Cc1ccc(-c2cc(C(=O)Nc3c(C)n(C)n(-c4ccccc4)c3=O)[nH]n2)c(O)c1C	8	-12	1	3	-4	0.1	-6	-36	34	1	0.0
Cc1ccc(C(C)C)c(OCCOCCN2CCNCC2)c1	·	8	-1	11	3	-0.3	·	-12	8	8	0.0
Cc1cccc(S(=O)(=O)NC(=O)C2(C)CCN2C(=O)c2ccccc2CCc2ccccc2)c1 (centres undefined)	16	-19	·	8	-5	-1.0	·	-31	1	6	-0.2

3 entries from above, set out differently.
Molecule: Cc1cc(C)nc(NS(=O)(=O)c2ccc(Br)s2)c1
- Shn3 3UTR inh = 12
- CF NFkB block = -19
- NR2E3 ag-1 = 0
- HIF-2a inh = 18
- TWEAK-Fn14 inh = 4
- iPSC survival up = -0.9
- MITF TRPM1 inh = ·
- NR2E3 ag-2 = 1
- KKLEB cytotox = -5
- Peg3 promoter = 4
- aDG glyco act = -0.3
Molecule: COc1ccc(CCC(C)N2CCC(CO)(Cc3ccccc3)CC2)cc1 (centres undefined)
- Shn3 3UTR inh = -7
- CF NFkB block = -17
- NR2E3 ag-1 = 3
- HIF-2a inh = 7
- TWEAK-Fn14 inh = -7
- iPSC survival up = -0.5
- MITF TRPM1 inh = 9
- NR2E3 ag-2 = -9
- KKLEB cytotox = 3
- Peg3 promoter = 17
- aDG glyco act = 0.2
Molecule: COc1ccccc1NC(=O)NC1(C(=O)N2CCCCCC2)CCCCC1
- Shn3 3UTR inh = -5
- CF NFkB block = 14
- NR2E3 ag-1 = 0
- HIF-2a inh = 4
- TWEAK-Fn14 inh = -10
- iPSC survival up = -2.4
- MITF TRPM1 inh = -1
- NR2E3 ag-2 = -10
- KKLEB cytotox = -8
- Peg3 promoter = 10
- aDG glyco act = 0.2

Screening data as filed in PubChem BioAssay.
